Yfh1-depleted yeast = mitochondrial function rescue without frataxin homolog – Friedreich's ataxia, plus single-dose screen, dose response (AID 1465). fold induction at 50 µM; hits with a dose series show EC50 in µM. 220,000 compounds, 0.074% hits. S. cerevisiae Yfh1-off respiration, WST-1 reduction, 72 h; higher fold induction means a stronger effect;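 active = fold induction of absorbance versus untreated yeast above a set limit, then at least 30% activation at any dose in follow-up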;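 note: activators that raise dye reduction in frataxin-depleted yeast; strong numbers were not always called active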
b-catenin transl = beta-catenin nuclear translocation modulation. AID 1665. nuclear translocation activity, % at 5 µM. HeLa beta-catenin nuclear translocation, immunofluorescence imaging. 190,000 compounds, 0.3% hits;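 active = nuclear translocation activity above 50% at 5 µM, with a well cell count of 50 or more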;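 note: per-cell ratio of nuclear to cytoplasmic median beta-catenin stain intensity; plate controls were DMSO negative control for no effect and GSK-3 inhibitor IX positive control for full effect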
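Test system: human HeLa cell line; Doses: 5 µM primary, 0.02–20 µM confirmation; Incubation: 24 h compound exposure, 37°C; Detection: beta-catenin immunofluorescence imaging with DAPI; Read-out: beta-catenin nuclear/cytoplasmic ratio, % activation.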
P. falciparum M17LAP = P. falciparum M17LAP inhibitors, primary screen, biochemical, fluorogenic H-Leu-NHMec substrate, 1536-well (AID 1619) | 220,000 compounds, 0.38% hits | recombinant M17LAP, H-Leu-NHMec fluorogenic kinetic assay; higher % means a stronger effect | one-dose inhibition, % at 30 µM; IC50 in µM for titrated hits;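 active = compound inhibiting the enzyme by more than half at any dose during confirmatory dose-response retesting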;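 note: plate controls were full reaction with DMSO carrier for no effect and no enzyme background for full effect; strong numbers were not always called active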
MT stabilize HCS = microtubule stabilization, imaging screen. HeLa tubulin immunostaining HCS, 24 h; share of cells brighter than vehicle mean+2SD. % tubulin-high responders, % at 10 µM. 200,000 compounds, 0.83% hits. AID 2205;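 active = plate Z-score above 3 for both tubulin-high and condensed-nucleus cell shares, with cell loss under 80%, at 10 µM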;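 note: anti alpha tubulin signal scored within the nucleus-defined area of each cell; some results filed as inactive read as strong as hits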
Autophagy HCS = autophagy modulation, high-content screen; 190,000 compounds, 0.98% hits; calls only at 10 µM (by protocol); MEF GFP-LC3 puncta imaging; test concentration mostly 10 µM;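 active = percentage of spot-positive cells more than 3 SD above its plate mean, without a fluorescence outlier flag or 80% toxicity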;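 note: spot-positive cell cutoff set from DMSO-treated cells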
Dynein transport = dynein cargo transport inhibition | 3617.4 mouse cells, GR-EGFP nuclear translocation imaging; test concentration mostly 20 µM; stimulated with dexamethasone, 1 µM; stronger effect = lower value | z-score, hits read low | 220,000 compounds, 0.47% hits | AID 1381;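 active = plate z-score of nuclear minus cytoplasmic receptor signal below a set negative limit, without overly bright fluorescence or cell loss, cut at about -3.5 in these data, passing the limit was not always enough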;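 note: z-score of nuclear minus cytoplasmic ring GR-EGFP intensity difference per well; some compounds called inactive have numbers as strong as hits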
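medium = tetracycline-free induction medium containing charcoal-stripped FBS | also added = 1.0 µM final dexamethasone stimulus | schedule = 48 h induction, 1 h compound, 30 min dex at 37 °C | technique = fixed, Hoechst-stained cells imaged at 10x for EGFP | measure = GR-EGFP nuclear translocation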
Ins promoter up = MIN6 insulin promoter up-regulation; MIN6 insulin promoter-GFP reporter, high-content imaging; stronger effect = higher value; z-score at 5 µM; 190,000 compounds, 0.3% hits;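 active = z-score above 3 at 5 µM with at least 500 cells counted in the well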
NOD1 inhibition = NOD1 signaling inhibitors, primary screen, cell-based, luminescence, uHTS (AID 1578); NOD1-driven NF-kB luciferase reporter cells, luminescence; higher % means a stronger effect; one-dose inhibition, % at 4 µM; EC50 in µM for titrated hits; 290,000 compounds, 1% hits; in the data active = inhibition mostly above about 36%, no sharp cut-off; inactive = mostly below about 34%;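 note: HEK-293T reporter cells stimulated with the NOD1 agonist gamma-tri-DAP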
HEK293 NOD2/NF-kB = inhibition of NOD2-driven NF-kB reporter – cell-based, luminescence, uHTS, HEK293 (AID 1566); HEK293 NOD2/NF-kB luciferase reporter, luminescence; higher % means a stronger effect; inhibition, % at 4 µM, or EC50 in µM where a hit was titrated; 290,000 compounds, 0.63% hits; in the data active = inhibition above about 50%; note: many of its hits are not listed in these tables
Dynein transport cytoplasmic EGFP = also measured in Dynein transport; calls as there; z-score; measured here: cytoplasmic GR-EGFP intensity; stronger effect = higher value
Dynein transport nuclear GR-EGFP = recorded beside Dynein transport, whose call it bears; z-score; measured here: nuclear GR-EGFP intensity;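 lower value marks the stronger effect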
Dynein transport cell count = recorded beside Dynein transport, whose call it bears; z-score; measured here: cell count per field
Ins promoter up cell count = recorded beside Ins promoter up, whose call it bears; cell count; measured here: cytotoxicity, nuclei count;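 total cells summed across four imaged fields per well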
b-catenin transl cell count 5 µM = second read-out of b-catenin transl, no call of its own (marks repeat the call); cell count; measured here: cell count, cytotoxicity flag
MT stabilize HCS Hoechst-high % = further read-out of MT stabilize HCS, marked with its call; % Hoechst-high responders; measured here: nuclear condensation Hoechst responders;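 share of cells brighter than vehicle mean plus two SD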
MT stabilize HCS cytotoxicity % = second read-out of MT stabilize HCS, no call of its own (marks repeat the call); toxicity, %; measured here: cytotoxicity by cell density;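 0% = mean cell density of plate MIN control wells and 100% = no cells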
Autophagy HCS cell loss 18 h = recorded beside Autophagy HCS, whose call it bears; toxicity, %; measured here: cell loss, nuclei count;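 cell loss after 18 h compound exposure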
Active calls of the source: *; i = inactive; · = not tested or not shown.

Each structure is followed by: Yfh1-depleted yeast	b-catenin transl	b-catenin transl cell count 5 µM	P. falciparum M17LAP	MT stabilize HCS	MT stabilize HCS Hoechst-high %	MT stabilize HCS cytotoxicity %	Autophagy HCS	Autophagy HCS cell loss 18 h	Dynein transport	Dynein transport cytoplasmic EGFP	Dynein transport nuclear GR-EGFP	Dynein transport cell count	Ins promoter up	Ins promoter up cell count	NOD1 inhibition	HEK293 NOD2/NF-kB
1: Cc1cc(C)cc(OCC(=O)Nc2ccc(S(=O)(=O)Nc3ccccn3)cc2)c1
  i	-0.2	1540	4.7%	2.6	2.9	13.9	i	15.6	0.504	0.361	-0.318	2.61	0.64	1490	10.6%	-10.5%
2: O=C(COc1ccc(Oc2ccccc2)cc1)NCc1cn2ccccc2n1
  i	1.8	1105	2.2%	9.8	38.4	54.1	i	45.1	0.638	-0.268	0.257	-1.08	-1.67	1419	-34.0%	3.7%
3: CCn1c(C)nc2cc(S(=O)(=O)N3CCCCC3)ccc21
  i	4.6	1103	-5.2%	2.4	2.2	3.6	i	26.8	-0.873	0.0558	0.259	0.714	-1.02	778	4.6%	6.7%
4: CSc1ccccc1C(=O)C1CCCN(C(=O)NC(C)C)C1 (stereo not given)
  i	0.7	1118	3.4%	3.0	3.3	4.2	i	15.0	0.699	-0.212	0.278	-0.102	-0.12	1347	9.5%	-15.7%
5: O=C(c1cc2nc(-c3ccco3)cc(C(F)(F)F)n2n1)N1CCN(c2ccccn2)CC1
  i	·	·	0.2%	1.7	2.4	4.5	i	0.6	2.02	-0.0453	1.71	-2.71	-0.16	1099	10.6%	8.0%
6: COc1ccc(CN(CCCN2CCOCC2)C(=O)Nc2cccc(Cl)c2)cc1OC
  i	-0.8	1223	-19.1%	3.9	3.7	7.8	i	3.0	-0.299	-0.0426	0.11	0.348	-2.28	1134	0.5%	4.4%
7: O=c1[nH]c(-c2cccs2)nc2ccccc12
  i	-2.4	1116	-6.5%	5.1	3.0	1.3	i	7.4	1.5	-0.209	0.0683	-1.66	·	·	-31.0%	-10.1%
8: Cc1sc(NC(=O)c2ccco2)c(CN2CCN(Cc3ccccc3)CC2)c1C
  i	1.0	1036	5.0%	4.3	3.3	3.7	i	4.2	-0.195	-0.351	0.514	-0.0588	-0.93	1198	-12.2%	-2.8%
9: Cc1ccc(S(=O)(=O)N(CC(O)CN(C)C)c2ccccc2)cc1 (stereo not given)
  i	-0.7	1017	1.1%	1.7	1.4	11.5	i	2.7	-0.575	0.337	0.0351	0.79	-0.24	1311	-18.8%	4.4%
10: COc1ccc(NC(=S)NC(C)C(c2ccccc2)N2CCOCC2)cc1 (stereo not given)
  i	-2.5	1113	22.9%	2.9	1.5	2.5	i	-0.8	-0.0425	-0.171	-0.587	-0.56	-0.01	1408	-21.5%	14.7%
11: Cc1cccc(C(=O)N2CCN(Cc3ccc4c(c3)OCO4)CC2)c1
  i	·	·	-1.6%	1.5	3.9	5.9	i	-0.4	-0.888	-0.268	-0.404	0.562	-0.91	906	-8.9%	9.6%
12: COc1cc(CNc2ccc(N3CCN(C(C)=O)CC3)cc2)ccc1OCc1ccc(F)cc1
  i	0.5	1501	3.7%	4.8	2.3	8.1	i	1.9	-0.172	-0.271	0.165	-0.158	-1.04	1441	6.7%	17.6%
13: Cc1cccc(Nc2nc(N3CCCCC3)nc(N3CCCCC3)n2)c1
  i	-1.6	1161	5.9%	1.3	2.0	19.7	i	-9.3	-0.00268	-0.0663	0.287	0.608	·	·	-19.4%	12.9%
14: COc1ccc2nc(NC(=O)c3cccc(OCc4c(C)noc4C)c3)sc2c1
  ·	72.5*	471*	59.0%	30.4*	58.4*	65.3*	i	16.4	-0.543	-0.181	-0.0596	0.197	-3.94	700	35.3%	-51.2%
15: COc1cc2[nH]c(=S)n(C3CCN(Cc4ccccc4)CC3)c(=O)c2cc1OC
  i	1.6	599	-4.0%	2.1	2.1	7.4	i	12.9	-0.616	-0.151	-0.272	0.534	·	·	-10.2%	2.6%
16: COc1ccc(NC(=S)N(Cc2cccnc2)Cc2ccco2)cc1
  i	-2.7	959	6.2%	4.2	4.6	10.1	i	6.5	-0.819	0.155	-0.0603	0.911	-0.65	1212	-24.5%	13.1%
17: CCOc1ccc2nc(Nc3nc4ccc(NC(C)=O)cc4s3)sc2c1
  i	-7.1	559	-30.8%	1.3	2.6	0.8	i	-9.6	-1.11	-0.294	-1.06	1.03	-0.17	1239	72.3%	-81.6%
18: NC(=O)CN1CCOCCOCCOCCOCCOCC1
  i	2.5	1408	-2.8%	2.5	1.6	3.0	i	-1.7	-1.48	-0.218	-1.16	1.15	0.03	1693	-22.2%	-8.1%
19: Cc1ccc(/C=N/Nc2nc(Cl)c(Cl)cc2Cl)s1
  i	0.9	970	2.4%	5.6	2.1	6.9	i	-4.5	-0.075	-0.168	-0.152	0.436	0.48	1366	-103.0%	6.7%
20: CCOc1ccc(NC(=O)/C=C/c2ccccc2)c([N+](=O)[O-])c1
  i	9.8	876	-5.0%	24.2*	34.8*	31.4*	i	3.7	0.264	0.0137	0.285	0.0709	-0.35	1456	-38.3%	-13.6%

The list goes on:
Each structure is followed by: Yfh1-depleted yeast	b-catenin transl	b-catenin transl cell count 5 µM	P. falciparum M17LAP	MT stabilize HCS	MT stabilize HCS Hoechst-high %	MT stabilize HCS cytotoxicity %	Autophagy HCS	Autophagy HCS cell loss 18 h	Dynein transport	Dynein transport cytoplasmic EGFP	Dynein transport nuclear GR-EGFP	Dynein transport cell count	Ins promoter up	Ins promoter up cell count	NOD1 inhibition	HEK293 NOD2/NF-kB
21: CCOc1cc(CNCCCN2CCOCC2)ccc1OCC(=O)NC(C)(C)C
  i	0.2	1010	3.6%	2.5	2.1	7.4	i	-22.1	-0.581	-0.192	-0.0181	0.691	·	·	-30.7%	-6.8%
22: CCc1nc2oc(C(=O)c3ccccc3)c(N)c2c2c1COC(C)(C)C2
  i	-3.9	1006	-1.1%	4.3	2.9	10.7	i	14.0	-0.616	-0.297	-0.00132	-0.00228	0.25	1171	-41.6%	14.3%
23: O=S(=O)(c1ccc(S(=O)(=O)N2CCN(C/C=C/c3ccccc3)CC2)cc1)N1CCCC1
  i	2.4	770	2.4%	2.3	1.5	2.0	i	-21.7	-0.275	-0.208	-0.00984	-0.216	-2.1	1091	-14.7%	-26.8%
24: O=C(OC(c1ccccc1)c1nccc2ccccc12)c1cc([N+](=O)[O-])cc([N+](=O)[O-])c1 (stereo not given)
  i	0.4	1013	-3.3%	5.1	1.0	3.8	i	0.6	1.03	-0.0827	0.554	-0.828	-0.12	1183	-16.9%	-2.7%
25: Cc1ccc(-n2c(-c3ccncc3)n[nH]c2=S)cc1C
  i	1.1	862	-15.8%	1.5	0.4	3.0	i	-8.0	1.86	-0.19	1.46	-1.82	·	·	-5.7%	6.1%
26: COC(=O)c1ccc(COc2ccc3c4c(c(=O)oc3c2)CCC4)o1
  i	·	·	-13.6%	1.1	0.4	23.6	i	4.1	-0.64	-0.196	-0.0809	0.367	1.32	1338	-15.3%	-6.0%
27: CC(C)(C)NC(=O)NC(=O)COC(=O)c1cccc(NS(=O)(=O)c2ccc(F)c(F)c2)c1
  i	-1.7	1091	0.8%	4.8	1.6	0.0	i	-8.1	1.02	-0.0498	0.762	-1.3	0.85	1497	-10.1%	26.4%
28: Cc1ccccc1NC(=O)c1sc(Cl)nc1C
  i	-1.7	523	-9.2%	2.8	2.8	7.3	i	-4.4	-0.741	-0.256	-0.527	2.65	-0.46	1303	5.9%	5.9%
29: COCC(=O)Nc1ccccc1Br
  i	·	·	-9.9%	1.6	4.9	5.0	i	-0.8	-0.362	-0.296	-0.614	0.46	-0.7	1281	-18.3%	-13.7%
30: O=C(OCCNc1ccc(C(F)(F)F)cc1[N+](=O)[O-])c1cc2ccccc2oc1=O
  i	-0.1	1259	0.4%	·	·	·	·	·	-0.0465	1.11	0.00369	-0.257	1.17	1452	-8.2%	1.9%
31: O=C(NCc1ccccc1)C1=C[C@H](c2ccc(Br)cc2)C[C@H](OCc2ccc(CO)cc2)O1
  i	0.3	1201	-4.3%	3.0	2.0	12.1	i	-1.4	0.0505	-0.0579	0.357	-0.641	0.14	1446	-13.4%	16.7%
32: Oc1ccc(-c2nc3ccccc3s2)c(O)c1
  i	1.3	1155	-4.8%	·	·	·	·	·	-0.000844	-0.275	-0.41	0.748	-0.07	1165	-7.4%	-178.0%
33: O=C(c1ccccc1)n1nnc2ccccc21
  ·	-2.9	1226	54.3%	1.6	0.7	8.5	i	2.2	0.0545	-0.182	-0.185	0.425	0.12	1295	-15.8%	14.2%
34: COc1ccc(-c2nnc3ccc(SCC(=O)Nc4cc(C)on4)nn23)cc1
  i	-0.9	1103	10.8%	2.2	2.2	9.2	i	2.7	-0.309	-0.304	-0.417	-1.03	-0.32	1244	-17.3%	10.5%
35: Cc1ccc(C(=O)NNC(=O)CSc2nnc3c(n2)[nH]c2ccc(F)cc23)cc1
  i	·	·	18.2%	2.6	2.0	8.2	i	11.5	-0.435	-0.228	-0.763	0.264	·	·	2.8%	-14.2%
36: Nc1ccc(NC(=O)c2cccs2)c(Cl)c1
  i	-6.8	913	0.5%	5.5	3.6	6.7	i	-4.0	0.967	-0.114	0.57	-0.724	0.19	1347	-6.4%	-7.4%
37: CCn1ncc(/C=C/C(=O)C2CC2)c1C
  i	3.8	535	8.2%	2.6	3.6	5.0	i	4.0	-0.424	-0.297	-0.315	-0.301	-0.07	1382	-14.6%	11.1%
38: NC(=O)CC(NC(=O)c1ccccc1)c1ccc(NCCOc2ccccc2)c([N+](=O)[O-])c1 (stereo not given)
  i	-1.0	1370	3.0%	·	·	·	·	·	0.0443	-0.709	0.0717	0.109	-0.17	1104	1.2%	21.7%

Compound activity (PubChem BioAssay)

A portion of the library; rates above refer to the full screens.
